Assay outcomes as filed in PubChem.
MgcRacGAP inhibition = MgcRacGAP GTPase-activating activity inhibitors, confirmation, biochemical, ADP Hunter fluorescence; MgcRacGAP-stimulated Rac1 GTP hydrolysis, ADP Hunter fluorescence; higher % means a stronger effect; GST-tagged Rac1 F28L mutant substrate; inhibition, % at 30 µM; hits with a dose series show IC50 in µM; 340,000 compounds, 0.6% hits; AID 624330, 2012;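 active = first-screen hits whose inhibition reached a set limit at any dose in the follow-up dose series; inconclusive = inhibition above the set first-screen limit but never retested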;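 note: fluorescence reports GDP produced by GAP-driven GTP hydrolysis; strong numbers were not always called active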
Salmonella PhoP GFP = inhibitors of PhoP regulon expression, primary screen, Salmonella Typhimurium, GFP reporter (AID 1863); S. Typhimurium PhoP-regulated promoter GFP reporter, 4 h; higher % means a stronger effect; 300,000 compounds, 0.16% hits; inhibition, % at 50 µM; hits with a dose series show IC50 in µM;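 active = inhibition over 29.93%, a cutoff 3 SD above the screen mean, later confirmed by dose response; inconclusive = inhibition over 29.93% but no dose response follow-up; inactive = inhibition at most 29.93% or unconfirmed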;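 note: 0% = low Mg2+ inducing control and 100% = high Mg2+ repressing control; strong numbers were not always called active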
NS5 inhibitors = Dengue-2 NS5 methyltransferase inhibitors, primary screen, biochemical, confirmation dose response (AID 588689) | Genome polyprotein (Dengue virus type 2 (strain 16681-PDK53)) | Dengue-2 NS5 methyltransferase capping enzyme assay, biochemical; higher % means a stronger effect | inhibition, % at 25 µM; hits with a dose series show IC50 in µM | 340,000 compounds, 0.3% hits; in the data active = a potency from the dose series; inconclusive = inhibition above about 29% without an active follow-up result
NTR1 agonist = agonists of NTR1, primary screen, imaging, U2OS cells, beta-arrestin-GFP, high content (AID 493036). Neurotensin receptor type 1 (Homo sapiens), P30989. NTR1-U2OS beta-arrestin-GFP spot imaging, agonist mode. activation, % at 20 µM. 330,000 compounds, 0.17% hits;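 active = activation at or above 40% of the spot to cytoplasm intensity ratio, with at least 20 cells analyzed; inconclusive = wells under 20 cells, flagged as cytotoxic or low count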;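 note: 0% = DMSO without peptide and 100% = 100 nM NTR1 peptide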
Target sequence (P30989 whole entry, looked up): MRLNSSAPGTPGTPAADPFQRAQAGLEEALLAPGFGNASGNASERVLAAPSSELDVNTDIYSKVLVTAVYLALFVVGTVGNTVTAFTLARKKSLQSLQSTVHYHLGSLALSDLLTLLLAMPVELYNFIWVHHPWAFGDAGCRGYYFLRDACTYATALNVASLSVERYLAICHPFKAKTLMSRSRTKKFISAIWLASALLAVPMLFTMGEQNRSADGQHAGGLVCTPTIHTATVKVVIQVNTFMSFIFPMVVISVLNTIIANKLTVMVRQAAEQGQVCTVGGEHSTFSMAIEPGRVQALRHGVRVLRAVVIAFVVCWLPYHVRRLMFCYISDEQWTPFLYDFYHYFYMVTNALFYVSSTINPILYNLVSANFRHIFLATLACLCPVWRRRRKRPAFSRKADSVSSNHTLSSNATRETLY
RSV antiviral HEp-2 = RSV antiviral activity via CPE protection, HEp-2 cells, primary 10 µM value included (AID 2391); CPE inhibition, % at 10 µM; hits with a dose series show IC50 in µM; 310,000 compounds, 0.13% hits; HEp-2 cells, RSV-induced CPE inhibition; higher % means a stronger effect; in the data active = a potency from the dose series; inconclusive = CPE inhibition mostly from about 23% at the one dose, without a potency; inactive = the rest, 99 in 100 with CPE inhibition below about 21%; note: strong numbers were not always called active
SV40 large T antigen = SV40 large T antigen inhibitors, biochemical (AID 1903); one-dose inhibition, % at 20 µM; IC50 in µM for titrated hits; SV40 large T antigen ATPase/helicase inhibition assay; higher % means a stronger effect; 310,000 compounds, 0.39% hits; in the data active = a potency from the dose series; inconclusive = inhibition mostly from about 32% at the one dose, without a potency; inactive = the rest, 99 in 100 with inhibition below about 32%; note: strong numbers were not always called active
West Nile virus CPE = West Nile virus antiviral activity, cell-based, CPE readout (AID 1621) | CPE inhibition, % at 10 µM; hits with a dose series show IC50 in µM | West Nile virus-infected cells, CPE inhibition; higher % means a stronger effect | 290,000 compounds, 0.02% hits; in the data active = a potency from the dose series; inconclusive = CPE inhibition mostly from about 3.7% at the one dose, without a potency; inactive = the rest, 99 in 100 with CPE inhibition below about 2.2%; note: strong numbers were not always called active
K1F lysis inhibition = inhibition of K1F phage lysis, E. coli UTI89, bacterial capsule biogenesis inhibitors, alamar blue (AID 488966); 340,000 compounds, 0.02% hits; one-dose inhibition, % at 100 µM; IC50 in µM for titrated hits; E. coli UTI89 K1F phage lysis, alamar blue, 2 h; higher % means a stronger effect;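 active = phage lysis inhibition, versus mean bacterial control, above a set limit; inconclusive = no clear call, values can overlap the other calls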;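 note: capsule biogenesis inhibitors block K1F phage lysis so surviving cells raise fluorescence; higher fluorescence means more inhibition of phage lysis; actives were called in the ten point dose series up to 300 µM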
T cell HTS = modulators of CD8 T cell-vesicle binding, primary screen, mouse 2C CD8+ T cells, flow cytometry; 2C CD8+ T cell-vesicle binding; hits give low values; calls only at 7 µM; 330,000 compounds, 0.068% hits; AID 2052, 2009;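 active = response, share of CD8 T cells binding vesicles, and their 90th percentile fluorescence all below set limits, cut at about 80% in these data, passing the limit was not always enough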
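Incubation: binding step 1.5 h, 37 °C, antibody labelling 20 min, ice; system: murine 2C transgenic CD8+ T lymphocytes; technique: cytometric PE anti-B7-1 and Alexa647 anti-CD8 signals after 1% paraformaldehyde fixation; also added: QL9-charged Drosophila Ld/ICAM-1/B7-1 vesicles; control set: naked versus QL9-loaded vesicles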
T cell HTS vesicle-bound % = also measured in T cell HTS; calls as there; double positive events, %; measured here: CD8+ vesicle-bound cell fraction;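 binding gate set so that unloaded-vesicle control wells show 10% double positive cells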
NTR1 agonist cell count 20 µM = recorded beside NTR1 agonist, whose call it bears; cell count; measured here: cell count, cytotoxicity flag
NS5 inhibitors pilot replicate = also measured in NS5 inhibitors; calls as there; inhibition, %; measured here: pilot screen replicate inhibition
* hit, by the source's call; i = inactive; ? = inconclusive; / = not tested or not shown; [ ] = dose if it differs, or a comment.

SMILES | MgcRacGAP inhibition | Salmonella PhoP GFP | NS5 inhibitors | NTR1 agonist | NTR1 agonist cell count 20 µM | RSV antiviral HEp-2 | SV40 large T antigen | West Nile virus CPE | K1F lysis inhibition | T cell HTS | T cell HTS vesicle-bound % | others
CCOC(=O)NC(Nc1sc2c(c1C(=O)OC)CCN(C)C2)(C(F)(F)F)C(F)(F)F | 16% | -7% | 2% | -0.9 | 38 | -0.7% | 11% | 0.5% | -0.3% | i | 27
O=C(COc1ccccc1[N+](=O)[O-])N1CCN(C(=O)c2ccco2)CC1 | 5% | 9% | 2% | -1.2 | 50 | 2.2% | 16% | -0.5% | 0.2% | i | 21
CN(C(=O)c1cncc(Br)c1)c1c(N)n(Cc2ccccc2)c(=O)[nH]c1=O | 13% | -3% | -1% | 3.4 | 53 | -1.0% | 9% | / | 0.8%[50 µM] | i | 40
O=C(CSc1nncc(=O)[nH]1)Nc1cccc([N+](=O)[O-])c1 | 14% | 4% | 16% | 0.4 | 56 | -0.7% | -8% | ? | 0.7%[50 µM] | i | 67
Cc1cccc(NC(=O)C2CCCC2)c1 | 6% | 5% | 0% | 0.1 | 72 | 0.0% | 10% | 0.6% | 0.4% | i | 25
O=C(NN=C1CCCCCC1)c1cccs1 | -7% | 3% | 0% | -1.0 | 43 | 1.2% | 13% | -0.2% | 0.6%[50 µM] | i | 5
CSc1ccc(/C=N\NC(=O)CNc2ccc(C)cc2)cc1 | 1% | -5% | 0% | 0.0 | 52 | 0.6% | 7% | -0.4% | 2.4% | i | 57
Cc1ccnn1CC(=O)N/N=C/c1cccs1 | 3% | -20% | -7% | 0.7 | 62 | 2.8% | 7% | 1.0% | 3.2%[50 µM] | i | 5
CCc1c(C2(O)CCCCC2)[nH]c2c(C(=O)OC)cc(Cl)cc12 | 3% | -2% | 2% | / | / | 13% | 8% | -1.0% | -0.9% | i | 20
CCCCn1nnc(NC(=O)c2cc3ccccc3o2)n1 | 13% | 2% | 2% | -0.2 | 47 | -0.6% | 2% | -0.1% | 1.2% | i | 34
CC(C)[C@H](NC(N)=O)C(=O)Nc1ccc2c(c1)CCC2 | 5% | 4% | 2% | -0.2 | 43 | -0.4% | 9% | 0.7% | 2.1% | i | 30
COc1ccc(C2NC(=O)NC(O)(C(F)(F)F)C2C(=O)c2ccccc2)cc1OC (stereo not given) | -1% | 4% | -8% | -0.8 | 53 | 0.4% | 9% | 0.5% | 0.6% | i | 66
O=C1CC(c2ccccc2)CC2=C1C=Nc1ccccc1N2 (stereo not given) | 11% | -8% | 2% | 0.6 | 53 | 2.4% | 5% | -0.8% | 0.3% | i | 29
COc1ccc(/C=C2\SC(=S)N(CC(=O)NC3CCS(=O)(=O)C3)C2=O)cc1 (stereo not given) | 0% | 9% | -1% | -0.3 | 60 | 5.5% | 2% | 1.7% | -0.1% | i | 24
N#CCCN(C(=O)COC(=O)c1cc(S(=O)(=O)N2CCOCC2)ccc1Cl)c1ccc(F)cc1 | 1% | 14% | -8% | 1.5 | 70 | -1.3% | 10% | / | 1.1%[50 µM] | i | 34
C=CCn1c(Cc2ccc(OC)cc2)nnc1SCC(N)=O | 2% | -9% | -3% | -1.1 | 58 | -0.6% | 0% | 0.6% | 4.8% | i | 21
Cc1csc(NC(=O)C2CC(=O)N(c3ccc4c(c3)OCCO4)C2)n1 (stereo not given) | 7% | / | -9% | 1.2 | 57 | 1.6% | / | / | 0.7%[50 µM] | i | 43
FC(F)(F)c1cnc(N/N=C/c2ccncc2)c(Cl)c1 | 14% | -2% | 5% | 3.3 | 50 | 1.7% | 8% | -0.1% | 0.2% | i | 46
O=C(COC(=O)c1cccc(S(=O)(=O)N2CCCCCC2)c1)NCc1ccc(Cl)cc1 | -7% | / | -7% | 2.9 | 58 | / | / | / | -0.2%[50 µM] | / | /
Nc1c(Cl)c(Cl)nc(C(=O)N/N=C/c2cccnc2)c1Cl | / | -6% | / | 1.0 | 55 | / | 7% | 0.1% | / | i | 11
Cc1ccc(Nc2nc(N)nc(CSc3nnc(-c4ccncc4)o3)n2)cc1 | 0% | -4% | -8% | -3.8 | 69 | 1.8% | 3% | 0.3% | 5.1% | i | 34
COc1cc(C(=O)N/N=C(\c2ccccc2)c2ccccn2)cc(OC)c1OC | -12% | 1% | 10% | 0.0 | 73 | 7.3% | 18% | ? | 0.1% | i | 25
CCc1noc(C)c1C(=O)NNC(=O)COc1ccc(C)cc1 | 1% | 7% | -10% | 1.0 | 69 | -1.0% | 6% | / | 0.5%[50 µM] | i | 44
CN(C)C(=O)NC(O)C(Cl)Cl (stereo not given) | / | -8% | / | 0.5 | 47 | -0.7% | 14% | 0.2% | / | i | 4

Grouped by structure, those above containing a furan ring, fused or not (2)
SMILES | MgcRacGAP inhibition | Salmonella PhoP GFP | NS5 inhibitors | NTR1 agonist | NTR1 agonist cell count 20 µM | RSV antiviral HEp-2 | SV40 large T antigen | West Nile virus CPE | K1F lysis inhibition | T cell HTS | T cell HTS vesicle-bound % | others
O=C(COc1ccccc1[N+](=O)[O-])N1CCN(C(=O)c2ccco2)CC1 | 5% | 9% | 2% | -1.2 | 50 | 2.2% | 16% | -0.5% | 0.2% | i | 21
CCCCn1nnc(NC(=O)c2cc3ccccc3o2)n1 | 13% | 2% | 2% | -0.2 | 47 | -0.6% | 2% | -0.1% | 1.2% | i | 34

More structures follow:
SMILES | MgcRacGAP inhibition | Salmonella PhoP GFP | NS5 inhibitors | NTR1 agonist | NTR1 agonist cell count 20 µM | RSV antiviral HEp-2 | SV40 large T antigen | West Nile virus CPE | K1F lysis inhibition | T cell HTS | T cell HTS vesicle-bound % | others
O=C1COc2ccc(N3C(=O)C=CC3=O)cc2N1 | / | -3% | / | -1.7 | 61 | -1.6% | >100µM* | 0.5% | / | i | 36
Cc1oc2ccc(OCc3c(F)cccc3Cl)cc2c1C(=O)O | 5% | -9% | -11% | 2.9 | 52 | -1.6% | 7% | 0.2% | 0.0% | i | 30
CN(C)c1ccc(Nc2nc(N)c3ccccc3n2)cc1 | ? | 10% | 9% | 0.5 | 50 | -0.3% | ? | -1.9% | 1.6% | i | 54 | NS5 inhibitors pilot replicate=-4.9
Cc1ccc(CNC(=O)CNC(=O)c2ccc(Br)o2)cc1 | -8% | -4% | 0% | 1.1 | 78 | 0.8% | 7% | -0.6% | 0.0%[50 µM] | i | 32
Cc1c(Cl)cccc1-n1c(SCC(=O)N(C)Cc2ccccc2)nnc1-c1ccncc1 | 6% | 0% | -5% | 0.6 | 93 | 8.1% | 3% | -0.4% | -0.1% | i | 33
CSc1ncccc1C(=O)NCCc1ccccc1 | -1% | -1% | 2% | -0.7 | 58 | 3.6% | 4% | 0.2% | 0.0% | i | 44
COc1ccc(CNC(=O)c2cc(=O)c3cc(C)ccc3o2)cc1 | 8% | / | 3% | 0.9 | 77 | 1.6% | 6% | -1.9% | 0.5% | i | 32
CN(C)CCCN(C(=O)CCSc1ccccc1)c1nc2cc3c(cc2s1)OCO3 | 12% | 1% | -13% | 2.4 | 53 | -0.2% | 12% | ? | 0.5% | i | 30
O=C(NCC1CCCCC1)c1ccco1 | -5% | 9% | -6% | 0.1 | 67 | 1.0% | -1% | 0.3% | 4.9% | i | 22
Cn1c(C(=O)N2CCN(c3ccccc3)CC2)cc2cc(Cl)ccc21 | 12% | -3% | -1% | 2.6 | 57 | 1.0% | 9% | -0.7% | 0.0% | i | 22 | NS5 inhibitors pilot replicate=-3.0
C/C(=N\Nc1nc2ccccc2[nH]1)c1ccccn1 | 16% | 34µM* | ? | 1.5 | 58 | 2.7% | 23% | ? | 0.9% | i | 31
Cc1ccc(C(=O)OCC(=O)NC2CCS(=O)(=O)C2)c(C)c1 (stereo not given) | 2% | / | 2% | -1.0 | 35 | / | / | / | 0.8%[50 µM] | i | 45
COc1ccc(-n2c(=S)[nH]c3cc(C(=O)NC4CCCCC4)ccc3c2=O)c(OC)c1 | 6% | -6% | -1% | -0.1 | 56 | 21% | 4% | 1.1% | 0.4% | i | 9
CC(C)NC(=O)CCCC(=O)NC(C)C | 2% | -10% | -7% | 2.4 | 62 | 0.9% | -2% | 0.3% | 2.0% | i | 45
O=S(=O)(NCC1CCCO1)c1ccc(Cl)c(C(F)(F)F)c1 (stereo not given) | 3% | 14% | -1% | 0.0 | 54 | -0.7% | 1% | 0.0% | 0.1% | i | 30
Cc1[nH]c(=S)c(C#N)c(C)c1C(=O)Nc1ccccc1 | -10% | -6% | -19% | -0.3 | 61 | 1.5% | 5% | -0.1% | 0.3% | i | 27

5 compounds from above, arranged by length of the SMILES, lowest first:
SMILES | MgcRacGAP inhibition | Salmonella PhoP GFP | NS5 inhibitors | NTR1 agonist | NTR1 agonist cell count 20 µM | RSV antiviral HEp-2 | SV40 large T antigen | West Nile virus CPE | K1F lysis inhibition | T cell HTS | T cell HTS vesicle-bound % | others
O=C1COc2ccc(N3C(=O)C=CC3=O)cc2N1 | / | -3% | / | -1.7 | 61 | -1.6% | >100µM* | 0.5% | / | i | 36
CCc1noc(C)c1C(=O)NNC(=O)COc1ccc(C)cc1 | 1% | 7% | -10% | 1.0 | 69 | -1.0% | 6% | / | 0.5%[50 µM] | i | 44
CCc1c(C2(O)CCCCC2)[nH]c2c(C(=O)OC)cc(Cl)cc12 | 3% | -2% | 2% | / | / | 13% | 8% | -1.0% | -0.9% | i | 20
COc1ccc(C2NC(=O)NC(O)(C(F)(F)F)C2C(=O)c2ccccc2)cc1OC (stereo not given) | -1% | 4% | -8% | -0.8 | 53 | 0.4% | 9% | 0.5% | 0.6% | i | 66
N#CCCN(C(=O)COC(=O)c1cc(S(=O)(=O)N2CCOCC2)ccc1Cl)c1ccc(F)cc1 | 1% | 14% | -8% | 1.5 | 70 | -1.3% | 10% | / | 1.1%[50 µM] | i | 34
